Screens deposited in PubChem by IUPUI and University of Michigan.
ST2 inh = inhibitors of human ST2 (IL1RL1) binding to IL-33; AlphaLISA ST2-Fc/biotin-IL-33 interaction, 1 h; 2.3% of 78,000 active; inhibition, % for hits at 17 µM; Q01638; in the data active means inhibition above about 30%; inconclusive means mostly about 10% to 28%
Target sequence (Q01638 whole entry, looked up): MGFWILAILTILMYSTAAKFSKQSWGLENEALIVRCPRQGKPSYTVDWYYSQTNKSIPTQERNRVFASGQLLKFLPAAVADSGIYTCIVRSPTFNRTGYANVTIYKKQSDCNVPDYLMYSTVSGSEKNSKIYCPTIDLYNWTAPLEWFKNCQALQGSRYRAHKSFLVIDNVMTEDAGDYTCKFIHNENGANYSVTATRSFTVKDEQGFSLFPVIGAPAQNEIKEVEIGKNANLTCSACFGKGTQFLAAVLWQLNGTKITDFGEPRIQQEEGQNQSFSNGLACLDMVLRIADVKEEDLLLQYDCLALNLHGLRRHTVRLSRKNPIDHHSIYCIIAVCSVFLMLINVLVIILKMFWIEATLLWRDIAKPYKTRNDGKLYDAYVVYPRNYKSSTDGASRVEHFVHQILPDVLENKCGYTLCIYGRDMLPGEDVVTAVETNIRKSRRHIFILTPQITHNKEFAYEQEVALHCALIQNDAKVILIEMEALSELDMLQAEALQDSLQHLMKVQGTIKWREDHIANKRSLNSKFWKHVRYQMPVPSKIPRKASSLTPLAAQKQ
Numbers without * were called inactive; i = inactive; u = inconclusive. This is a subset. The share of hits here may be higher or lower than overall.

SMILES	ST2 inh
CCN(CC)C(=O)C1CCCN(Cc2ccc(C)cc2C)C1 (stereo not given)	i
COc1ccc(CCN2CCC(CN(C)C(=O)CN3CCCCC3=O)CC2)cc1	i
CCN(CC)C(=O)Cn1cc(C(=O)N2CCN(c3ccc(Cl)cn3)CC2)nn1	i
COCCn1c(CNC(=O)c2ccc([N+](=O)[O-])cc2)nc2cccnc21	i
COC(=O)c1sccc1S(=O)(=O)N1CCCC2(CC1)CN(C)C(=O)O2 (stereo not given)	i
CC1C(=O)N(C)CCN1Cc1cccc(OCc2ccccn2)c1 (stereo not given)	i
CC(=O)c1cccc(OCc2cc(C(=O)N3CC=CC3CO)n[nH]2)c1 (stereo not given)	u
C/C=C/c1ccccc1OCc1ccc(C(=O)O)o1	i
Cc1cccc(N2C(=O)CC(N3CCN(c4ccc(Cl)cc4)CC3)C2=O)c1 (stereo not given)	i
Cc1cccc(-c2nsc(SCC(=O)Nc3cc(C)on3)n2)c1	i
COc1ccc(NC(=O)CCC2CCCN(Cc3cc(C)c(C)o3)C2)c(C)c1 (stereo not given)	i
CC(Cc1ccsc1)n1ccnc1-c1ccc(-n2ccnc2)cc1 (stereo not given)	i
O=C(CCc1ccsc1)NC1CC(=O)N(Cc2ccc(F)cc2)C1 (stereo not given)	i
CCc1ccc(OCCNC(=O)c2cc(SC)ccc2Cl)cc1	i
CCc1nc(-c2ccccc2)nc(C)c1C	u
COc1cc2c(cc1OC)CN(C1CCCN(C(=O)/C=C/c3cccs3)C1)CC2 (stereo not given)	i
O=C(NCCO)c1ccc(CSc2nc3ccccc3[nH]2)cc1	i
O=C1Nc2ccccc2C1=Nc1cccc(S(=O)(=O)Nc2ccccc2)c1	i
COc1ccc2cc(C3CN(CCn4cccn4)CCO3)ccc2c1 (stereo not given)	i
Cc1ccc(CNC(=O)c2ccc3nc4sc5c(c4c(=O)n3c2)CCCC5)cc1	i
CC(=O)n1cc(C(C[N+](=O)[O-])SCc2ccccc2)c2ccccc21 (stereo not given)	41%*
COc1ccc2c(c1)C=C([C@@H]1C[C@H]3CN(CCc4ccccc4)C(=O)[C@]34CCCN14)CO2	u
Cc1cc[n+](C2C(c3ccc(Br)cc3)C(C#N)=C([S-])NC2(O)C2CC2)cc1 (stereo not given)	55%*
COc1ccc(N(C(=O)c2cccs2)C2C=CS(=O)(=O)C2)cc1 (stereo not given)	i
COc1ccc(-c2nc(N3CCOCC3)nc3n[nH]c(N)c23)cc1	i
CCOc1c(N2CCCc3ccccc32)c(=O)c1=O	i
CC(C)CCNC(=O)c1ccc(C(C)C)cc1	i
Cc1c(C(=O)Nc2sc3c(c2C(N)=O)CCCCCC3)cccc1[N+](=O)[O-]	u
O=C1c2ccccc2-c2c1cccc2C(=O)N1CCOCC1	u
O=c1[nH]c(/C=C\c2ccccc2Cl)nc2ccccc12	44%*
CCCCc1ccc(N=Cc2nc(-c3ccc(Br)cc3)oc2O)cc1	i
Clc1ccc(-c2nc(NCc3ccco3)c3ccccc3n2)c(Cl)c1	i
O=C(C1CC1)N1CCc2cc(S(=O)(=O)N3CCN(c4cccc(Cl)c4)CC3)ccc21	u
CNc1nc2c(c(=O)[nH]c(=O)n2C)n1CC(O)COc1ccc(Cl)cc1 (stereo not given)	i
O=C(c1scc2c1CCCC2)N1CCCC(O)(CO)C1 (stereo not given)	i
CCOc1ccccc1CN(CC)C(=O)c1cc(=O)[nH]c2ccc(F)cc12	u
CC(=O)c1ccccc1-c1ccc2c(c1)CC(CNC(=O)c1cccc(-n3cccn3)c1)O2 (stereo not given)	i
CC1=NN(C(=O)C(C)C)C(O)(c2ccc(Br)cc2)C1 (stereo not given)	i
CS(=O)(=O)NCC(=O)NC1CC(=O)N(CCc2ccc(F)cc2)C1 (stereo not given)	i
CCC1=C(c2ccc(OC)cc2)S(=O)(=O)N(CC(=O)Nc2cccc(Cl)c2)C1=O	u
COC(=O)CCCNc1nncc(-c2c(OC)cccc2OC)n1	u
O=C(NCc1cccnc1)c1cc(=O)[nH]c2ccc(S(=O)(=O)N3CCOCC3)cc12	i
CC(C)Cn1cc(C(=O)N(C)Cc2cc3ccccc3s2)c(=O)c(C(=O)N2CCCCCC2)c1	i
COc1ccc(Cc2noc(CN3CCN(Cc4cccs4)CC3)n2)cc1OC	i
Cc1ccccc1-c1noc(CN2CCCN(c3ccncc3C)CC2)n1	u
O=C(Nc1ccc(S(=O)(=O)N2CCCCC2)cc1)c1cc(-c2cccs2)nc2ccccc12	u
O=C(NCc1cccs1)c1cc(=O)[nH]c2ccc(S(=O)(=O)N3CCCC3)cc12	i
Cc1cc(Br)ccc1OCC(=O)NCc1ccccn1	i
Cc1ccc(CN2CCN(Cc3cnc(-c4ccccc4)s3)CC2CCO)o1 (stereo not given)	i
CC(C)Cc1ccc(C(C)C(=O)NC(C)C)cc1 (stereo not given)	i
Cc1cn(CCn2cnc(-c3ccccc3)c2-c2cnn3cccnc23)nn1	u
O=c1[nH]cccc1-c1cnc2ccccc2c1	u
COc1cccc2ccc(-c3nccn3CCN(C)C)nc12	i
O=C(C(Cc1ccccc1)NS(=O)(=O)c1cccs1)N1CCCC1 (stereo not given)	i
COc1ccccc1CNC(=O)C(C)Sc1ccc(Cl)cc1 (stereo not given)	i
Cc1[nH]cnc1-c1nccn1CCc1nc2ccccc2[nH]1	i
CCc1ccc(N2C(=O)c3ccccc3NC2(C)C)cc1	i
CC(=O)Nc1ccc(S(=O)(=O)N[C@H]2C[C@@H](c3nc(-c4ccc(F)cc4)no3)N(C)C2)cc1	u
Cc1cc(NC(=O)C2CC2)nc2c1c(=O)oc1ccccc12	i
OCCN1CCN(C(c2ccccc2)c2ccc3cccnc3c2O)CC1 (stereo not given)	i

The list goes on:
SMILES	ST2 inh
CCOc1ccccc1N1CCN(Cc2ccc(OC)c(OC)c2)CC1	i
c1ccc(C(c2ccccc2)c2n[nH]c3c2CN(Cc2ccncc2)CC3)cc1	i
COc1ccc(OC)c(C2c3cc(OC)c(OC)cc3CCN2C(C)=O)c1 (stereo not given)	u
O=C(CSc1c2c(nc3cc(Cl)ccc13)CCCC2)N1CCN(c2ccccc2)CC1	u
C=CCN(CC=C)C(=O)c1c(OC)cccc1OC	i
Cc1ccnc(NS(=O)(=O)c2ccc(NC(=O)Cc3ccc(F)cc3)cc2)n1	i
O=C(C1CC1)N1CCc2cc(Br)cc(S(=O)(=O)NCc3ccc4c(c3)OCO4)c21	32%*
O=S(=O)(c1ccc(Cl)s1)N1CCN(c2ccc(F)cc2)CC1	i
Cc1ccsc1[C@@H]1CCN(C(=O)c2cc3cccnc3nc2C)C[C@H]1O	u
Cn1c(C(=O)NCCN2CCOCC2)cc2c(=O)n3ccccc3nc21	i
COc1cccc(C2CCCN2c2nccc(-c3cn(C)nc3C)n2)c1 (stereo not given)	i
OCCn1c(-c2ccc(F)cc2)csc1=Nc1ccccc1	36%*
CC(C)OCCn1ccnc1-c1ccc(Cl)s1	i
COc1ccc(C(=O)N2CCN=C2SCc2ccc(Br)cc2)cc1OC	i
COc1ccc2c(c1)OC(C)CN(CCC(=O)NCCCc1ccncc1)C2 (stereo not given)	i
CN(C)c1cccc(NC(=O)c2cc(NCc3cnn(C)c3)cc(S(=O)(=O)N3CCCC3)c2)c1	u
O=C(O)CS(=O)(=O)c1cccc(C(=O)O)c1	i
CC1=C(C(=O)Nc2ccc(Br)cn2)C(c2ccsc2)C2=C(CCCC2=O)N1 (stereo not given)	i
COc1cccc(N2C[C@@H]3C[C@@H](c4cccs4)N4CCC[C@@]34C2=O)c1	i
CC(=O)c1cccc(-n2c(CCc3ccccc3)n[nH]c2=O)c1	u
O=C(CN1C(=O)c2ccccc2C1=O)Nc1ncn[nH]1	i
CCOCCn1c(CN2CCOCC2)nc2c1c(=O)[nH]c(=O)n2C	i
Cn1c(C(=O)N2CCN(c3ccccc3F)CC2)cc2c(=O)n3ccccc3nc21	i
CCN(CC)c1cc(C)c2cc(NC(=O)Cn3nc([N+](=O)[O-])c(Cl)c3C)ccc2n1	i
COc1ccccc1CC(=O)Nc1ccc(Oc2ccccc2)cc1	i
COc1cccc(NC(=O)CN(c2ccc(Cl)c(Cl)c2)S(C)(=O)=O)c1	96%*
O=C(COc1ccc(Cl)cc1)Nc1nccs1	i
O=C1NC(c2ccc(O)cc2)Nc2sc3c(c21)CCCC3 (stereo not given)	i
COc1cnn(C(C)(C)C)c(=O)c1Cl	i
CCC(c1cccnc1)N(C)Cc1ccccn1 (stereo not given)	i
COc1cc2c(cc1OC)C(C(=O)Nc1ccc(F)cc1)C(c1ccccc1F)N(C)C2=O (stereo not given)	i
CN(C)Cc1ccccc1-c1ccc2n(c1=O)C[C@H]1C[C@@H]2CN(C(=O)NC2CCCCC2)C1	i
COc1ccc(NC(=O)CNS(=O)(=O)c2cccs2)cc1Cl	i
C=CCNC(=O)C(=O)NCc1ccccc1	u
O=C(c1cc2c(=O)oc3ccccc3c2s1)N1CCCc2ccccc21	u
O=C(c1ccc2cccnc2c1)N1CCOC(c2ccc(Cl)c(Cl)c2)C1 (stereo not given)	i
CC(C)n1cnnc1CN(C)c1nccc(CCC(F)(F)F)n1	i
CCNc1ccnc(N2CCCC(CCC(N)=O)C2)n1 (stereo not given)	i
O=C1Nc2ccccc2S/C1=C\C(=O)N1CCc2ccccc2C1	u
Cc1cc(C)c(Nc2nnc(C(C)(C)C)c(=O)[nH]2)c(C)c1	i
CCCn1cnn2c(=O)cc(C)nc12	i
CCCCc1ccc(C(=O)N2CCn3nc(C(=O)N4CCOCC4)cc3C2)nc1	i
COC(=O)C1=NNC(C(=O)c2ccccc2)C1c1ccc(C)cc1 (stereo not given)	i
CC1CCc2c(sc(NC(=O)c3ccccc3Cl)c2C(=O)NCc2ccco2)C1 (stereo not given)	i
Cn1c(=O)c2c([nH]c(=O)n2Cc2ccccc2Cl)n(C)c1=O	u
Cc1ccc(N(C(=O)c2ccccc2C)C2C=CS(=O)(=O)C2)cc1C (stereo not given)	i
FC(F)(F)c1ccccc1-n1ccnc1	i
O=Cc1ccc(OCc2ccc([N+](=O)[O-])cc2)cc1	u

17 of these compounds, reformatted.
Molecule | ST2 inh
COc1ccc(C(=O)N2CCN=C2SCc2ccc(Br)cc2)cc1OC | i
COc1ccc2c(c1)OC(C)CN(CCC(=O)NCCCc1ccncc1)C2 (stereo not given) | i
CN(C)c1cccc(NC(=O)c2cc(NCc3cnn(C)c3)cc(S(=O)(=O)N3CCCC3)c2)c1 | u
O=C(O)CS(=O)(=O)c1cccc(C(=O)O)c1 | i
CC1=C(C(=O)Nc2ccc(Br)cn2)C(c2ccsc2)C2=C(CCCC2=O)N1 (stereo not given) | i
COc1cccc(N2C[C@@H]3C[C@@H](c4cccs4)N4CCC[C@@]34C2=O)c1 | i
CC(=O)c1cccc(-n2c(CCc3ccccc3)n[nH]c2=O)c1 | u
O=C(CN1C(=O)c2ccccc2C1=O)Nc1ncn[nH]1 | i
CCOCCn1c(CN2CCOCC2)nc2c1c(=O)[nH]c(=O)n2C | i
Cn1c(C(=O)N2CCN(c3ccccc3F)CC2)cc2c(=O)n3ccccc3nc21 | i
CCN(CC)c1cc(C)c2cc(NC(=O)Cn3nc([N+](=O)[O-])c(Cl)c3C)ccc2n1 | i
COc1ccccc1CC(=O)Nc1ccc(Oc2ccccc2)cc1 | i
COc1cccc(NC(=O)CN(c2ccc(Cl)c(Cl)c2)S(C)(=O)=O)c1 | 96%*
O=C(COc1ccc(Cl)cc1)Nc1nccs1 | i
O=C1NC(c2ccc(O)cc2)Nc2sc3c(c21)CCCC3 (stereo not given) | i
COc1cnn(C(C)(C)C)c(=O)c1Cl | i
CCC(c1cccnc1)N(C)Cc1ccccn1 (stereo not given) | i

(listing goes on)
SMILES	ST2 inh
CC(=O)NC(C)c1nc2ccccc2n1CC(C)C (stereo not given)	i
Cc1ccc(S(=O)(=O)NCCCn2ccnc2)cc1	i
C=C(C)Cn1c(CCNC(=O)COc2ccccc2)nc2ccccc21	i
COC(=O)c1ccccc1N1C(=O)C2C3C=CC(C3)C2C1=O (stereo not given)	i
CC1=CC[C@@H]2CN(C(=O)CCc3n[nH]c(C)n3)C[C@@H]2C1	i
Cc1ccccc1-n1ncc2c1CC(C)(C)CC2NC(=O)CN1C(=O)c2ccccc2C1=O (stereo not given)	i
CCOC(=O)C1=C(C)N=C2SCCC(=O)N2C1c1ccc(OCC)c(OC)c1 (stereo not given)	i
CCCc1cc(-c2cc(NC3CCNCC3)nc3[nH]ccc23)nc(C)n1	38%*
O=S(=O)(NCc1ccccc1)N1CCCC(c2nc3ccccc3o2)C1 (stereo not given)	u
O=[N+]([O-])c1nn(-c2ccccc2)[n+]([O-])c1N1CCCC1	i
COc1ccc(S(=O)(=O)NCC23CC4CC(CC(C4)C2)C3)cc1OC	i
O=C1CCN(C2CCN(Cc3nc(-c4cccs4)no3)CC2)CCN1	i

Brought forward from above: two entries; new compounds follow.
SMILES	ST2 inh
COc1ccc(S(=O)(=O)NCC23CC4CC(CC(C4)C2)C3)cc1OC	i
O=C1CCN(C2CCN(Cc3nc(-c4cccs4)no3)CC2)CCN1	i
COc1ccc(N2C(=O)[C@H]3C4c5ccccc5C(CO)(c5ccccc54)[C@H]3C2=O)cc1	i
COc1ccccc1OCC(=O)Nc1cccc(C(=O)Nc2nccs2)c1	i
CC(C)(O)C#Cc1ccc(C(=O)N2CCN(C/C=C/c3ccccc3)CC2)cc1	i
O=C(NCCn1cccn1)C1CCC(=O)N(CCc2cccc(F)c2)C1 (stereo not given)	i
CC(=O)N1c2c(cc(Br)cc2S(=O)(=O)NCc2ccccn2)CC1C (stereo not given)	i
CN1C[C@@H](N)C[C@H]1C(=O)NCCCN1CCOCC1	i
COc1ccc(C(=O)N2C[C@@H]3C[C@H](C2)c2c(NS(=O)(=O)c4ccccc4)ccc(=O)n2C3)cc1	i
OC1CCN(Cc2ccc(Br)s2)CC1	u
Cc1ccc(C)c(N2CCN(Cc3cc([N+](=O)[O-])ccc3O)CC2)c1	u
NC(=O)C1CCN(C(=O)c2ccccc2NC(=O)c2nsc3ccccc23)CC1	u
CC(C)(C)CC(NC(=O)c1ccc2nc[nH]c2c1)c1cccnc1 (stereo not given)	u
CCOc1ccc(OCCOCCN2CCN(C)CC2)cc1	i
